Screening data: PubChem BioAssay, several laboratories
NCF1 inh – inhibitors of human p47phox binding | p47phox/p22phox peptide binding, fluorescence polarization, 2 h | inhibition, % at 24.7 µM | hit rate 0.53% among 220,000;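 further: 0% = p47phox with labelled peptide and 100% = labelled peptide alone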
EBV gp42 inh – blocks Epstein-Barr virus glycoprotein 42 binding; Q1HVG2; inhibition, % (tested at 21.74 µM); AID 1085; Fluorescence polarization binding assay, mP read-out; hit rate 0.42% among 220,000; in the data active means inhibition above about 50%
eIF4E 4G PPI – blocks eIF4E binding to eIF4G; P63073+Q04637; TR-FRET eIF4E-eIF4GI(517-606) binding, 2 h; inhibition, % at 21.7 µM; hit rate 0.37% among 220,000;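 further: 0% = full FRET control wells and 100% = background wells lacking eIF4GI fragment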
14-3-3 Bad inh – disrupts binding of bovine 14-3-3 zeta to phospho-Bad peptide. P63103. TR-FRET 14-3-3zeta/Dy647-pBad peptide displacement, 1 h. inhibition, % at 21.7 µM. hit rate 0.71% among 220,000. AID 781;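 active means inhibition above about 70%, limit read from the data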;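 further: 0% = full 14-3-3 plus peptide FRET controls and 100% = background without 14-3-3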
thrombin 1536 – blocks human thrombin protease activity; hit rate 0.26% among 220,000; alpha-thrombin, Boc-VPR-AMC fluorogenic substrate cleavage; inhibition, % at 5 µM;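 active means inhibition at or above 40%; inactive means inhibition below 40%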;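 further: 0% = enzyme with no compound and 100% = wells without enzyme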
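Assay system: human alpha-thrombin enzyme. Reagent: Boc-VPR-AMC substrate, 15 µM final. Compound dosing: one concentration per compound, 5 µM, with 0.2% DMSO. Incubation: room-temperature reaction. Technique: AMC fluorescence, 355/460 nm. Measure: % inhibition relative to enzyme controls and enzyme-free blanks.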
hK5 inh – kallikrein 5 (human) inhibition. AID 873. inhibition, % at 5 µM. recombinant hK5, fluorogenic AMC substrate cleavage. hit rate 0.59% among 210,000. Q9Y337;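 active means inhibition of 40% or more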;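 further: 0% = enzyme controls without compound and 100% = no-enzyme blanks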
Furin inhibitor – human furin inhibition; P09958; purified furin, fluorogenic substrate cleavage; inhibition, % at 30 µM; hit rate 0.061% among 220,000; AID 463115; in the data active means inhibition above about 25%; further: inactives centre near -15
Rad51 HR inh – blocks human Rad51 in homologous recombination; hit rate 0.085% among 200,000; inhibition, % at 10 µM; hRad51 DNA strand exchange, fluorescence dequenching; AID 1385; Q06609;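 active means inhibition above 40% at the single screening dose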;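 further: 0% = DMSO control wells and 100% = blanks with heterologous ssDNA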
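Material: hRad51 filaments on single-stranded DNA; Reagent: Donor/quencher-labelled 47-bp dsDNA substrate; Compound: 10 µM final, single point; Schedule: 37 °C 15-min filament assembly, 30-min compound preincubation, 15-min exchange; Technique: FRET fluorescence, excitation 485 nm, emission 520 nm; Benchmarks: control wells and blank wells on each plate.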
KCC2 mod – modulators of human KCC2 chloride dependent transport | KCC2 cells, thallium flux FluoZin-2 fluorescence | Q9H2X9 | B-score of Tl+ flux slope (higher = more flux/activation; lower = inhibition) at 10 µM | hit rate 2.2% among 190,000 | AID 1456;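 active means thallium flux slope and its plate-corrected score both differing from the plate sample mean at a set confidence after two filtering rounds, in either direction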;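 further: slope of fluorescence scaled to starting intensity during 10 to 20 s after thallium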
Target sequence (Q9H2X9 whole entry, looked up): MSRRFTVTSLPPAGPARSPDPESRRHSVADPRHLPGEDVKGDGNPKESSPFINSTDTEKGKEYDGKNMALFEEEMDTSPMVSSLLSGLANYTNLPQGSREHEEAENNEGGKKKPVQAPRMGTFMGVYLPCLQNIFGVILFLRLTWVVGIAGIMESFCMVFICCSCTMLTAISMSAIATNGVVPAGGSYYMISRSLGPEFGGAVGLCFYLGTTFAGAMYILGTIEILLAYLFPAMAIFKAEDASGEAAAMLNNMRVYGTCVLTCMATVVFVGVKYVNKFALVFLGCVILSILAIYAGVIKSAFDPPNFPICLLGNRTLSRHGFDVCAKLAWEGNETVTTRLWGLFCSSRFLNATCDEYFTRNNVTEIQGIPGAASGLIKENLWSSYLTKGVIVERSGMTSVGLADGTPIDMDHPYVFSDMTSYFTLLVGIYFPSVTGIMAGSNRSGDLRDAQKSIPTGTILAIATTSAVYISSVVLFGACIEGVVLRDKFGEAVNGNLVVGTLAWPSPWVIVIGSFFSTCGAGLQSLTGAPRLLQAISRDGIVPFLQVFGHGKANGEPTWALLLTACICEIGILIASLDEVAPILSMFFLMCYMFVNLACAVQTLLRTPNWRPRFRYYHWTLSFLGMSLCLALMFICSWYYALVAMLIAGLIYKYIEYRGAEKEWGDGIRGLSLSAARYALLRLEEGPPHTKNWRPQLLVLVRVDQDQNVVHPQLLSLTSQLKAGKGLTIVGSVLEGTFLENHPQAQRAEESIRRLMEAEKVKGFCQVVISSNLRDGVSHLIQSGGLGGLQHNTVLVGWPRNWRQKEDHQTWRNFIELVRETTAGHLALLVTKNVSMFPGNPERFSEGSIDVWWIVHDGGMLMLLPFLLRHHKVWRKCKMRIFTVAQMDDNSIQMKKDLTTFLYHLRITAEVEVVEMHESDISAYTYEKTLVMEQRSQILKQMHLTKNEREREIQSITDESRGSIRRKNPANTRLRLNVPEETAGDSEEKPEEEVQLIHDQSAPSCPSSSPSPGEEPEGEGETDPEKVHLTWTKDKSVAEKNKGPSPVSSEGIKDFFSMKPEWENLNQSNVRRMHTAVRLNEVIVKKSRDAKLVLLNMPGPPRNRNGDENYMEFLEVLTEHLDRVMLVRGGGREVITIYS
* = called active by the depositor; . = not tested or not shown; [ ] = remark or other dose.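 How the source made its calls, unless noted: active means inhibition above about 30% (limit read from the data); inactive means the rest.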

SMILES	NCF1 inh	EBV gp42 inh	eIF4E 4G PPI	14-3-3 Bad inh	thrombin 1536	hK5 inh	Furin inhibitor	Rad51 HR inh	KCC2 mod
CCCOc1ccc(C(=O)NCC(c2cccs2)N(C)C)cc1 (stereo unspecified)	-44	16	-2[fluorescence artefact?]	4	-5	-12	-4	.	0.14
C[n+]1nc(Nc2cccc(F)c2)sc1-c1ccc(C(=O)O)cc1	5	-25	-6	-2	5	6	-29	.	-0.44
COc1cccc2cc(C(=O)N3CCN(c4ccccc4F)CC3)c(=O)oc12	0	-8	-2	-5	-6	1	-20[20 µM]	-4	.
Cn1c(Cc2cccs2)nnc1SCC(=O)N1CCc2ccccc21	-6	-13	-11[fluorescence artefact?]	-6[fluorescence artefact?]	-3	-7	-18[20 µM]	-1	-1.7
CCOc1ccc(C(C)NC(=O)CCC(=O)O)cc1 (stereo unspecified)	0	1	-17	-11	-6	-30	-12	-1	0.17
Cc1nn(Cc2cccc3ccccc23)c(C)c1NC(=O)c1cccnc1	-7	4	1	-6	-3	2	-28	7	0.7
CC(=O)c1ccc(-c2nc3c4ccccc4ccn3c2C(C)=O)o1	-12	-21	-10	0	-3	10	-18	.	.
Cc1cc(NS(=O)(=O)c2ccc(C3CCCCC3)cc2)no1	-3	-16	4[fluorescence artefact?]	3	0	-3	-19[20 µM]	1	0.051
O=[N+]([O-])c1ccc(Cl)c(/C=N/N2CCN(Cc3ccc(Cl)cc3)CC2)c1	2	-1	2[fluorescence artefact?]	6	-3	6	-8[20 µM]	-11	-0.81
OCCNc1nc(NCCC2=CCCCC2)nc(N2CCOCC2)n1	-7	-10	-11	-3[fluorescence artefact?]	-2	6	-17[20 µM]	-6	-0.25
O=C(O)c1ccccc1Nc1ccccc1C(=O)O	-11	-12	7	48	3	-10	4[20 µM]	10	-0.66
CC1=C(C(=O)OCC2CCCO2)C(c2ccncc2)C2=C(CC(C)(C)CC2=O)N1 (stereo unspecified)	-5	-18	-10	-12	4	-41	-7[20 µM]	3	.
O=[N+]([O-])c1cc(S(=O)(=O)Nc2ccccc2)ccc1N1CCN(c2ccccc2)CC1	-5	-15	2	-6	-7	-6	-10	-2	0.46
O=C(CN1C(=O)CC(c2ccccc2)S(=O)(=O)c2ccccc21)N1CCCCC1 (stereo unspecified)	-11	-8	2	-8	0	-15	-22	-18	0.5
CCOC(=O)Nc1ccc(C(N)=O)cc1	-14	6	5	2	11	2	-27	7	-1.3
COc1cccc(/C(O)=C/c2nc3ccc(C(=O)NCCc4ccc(Cl)cc4)cc3[nH]c2=O)c1	-124	107*	-4	-1	-6	-11	-18	-106	-1.5
CC(NC(=O)C(NC(=O)C(Cc1c[nH]c2ccccc12)NC(=O)OC(C)(C)C)C(C)C)C(N)=O (stereo unspecified)	-1	-13	2	-7	-2	-2	-10	.	.
COc1cccc(CNC(=O)c2cccc(Br)c2)c1	-7	-6	3[fluorescence artefact?]	-16	-8	-17	-20	4	0.73
O=C(Nc1nccs1)c1ccc(S(=O)(=O)N2CCOCC2)cc1	-4	-11	1	-11	3	3	-9	-4	-0.46
COCCSc1ccccc1C(=O)Nc1cc([N+](=O)[O-])ccc1OC	-8	-16	2	-6	-4	0	-26	2	-0.052
COc1cccc(NC(=O)CCN2C(=O)c3ccc([N+](=O)[O-])cc3C2=O)c1	-11	-15	-1	-1	-6	-2	-7	0	0.42
CCOc1ccc(Oc2ccc(NC(=O)[C@@H](NC(N)=O)[C@@H](C)CC)cc2)cc1	-2	-8	-8	3	-1	2	-5	-1	.
O=C(COC(=O)c1cccc([N+](=O)[O-])c1)c1ccc(OCc2ccccc2)cc1	7	-9	-11	7	-1	-9	-13	.	-0.27
COc1ccc(N2C(=O)C3CCCN3C2c2cc(OC)c(OC)c(OC)c2)cc1 (stereo unspecified)	35*	-15	-11	12	-6	2	-32	0	1.4
O=C(Nc1ccc(S(=O)(=O)NCC2CCCO2)cc1)c1cnccn1 (stereo unspecified)	-5	-9	-3	-9	1	2	-21	.	0.66
Cc1ccc(Oc2ccc(/C=N/O)cn2)cc1	-6	-10	-1	10	2	-2	1[20 µM]	5	.
Cn1c(=O)n(CCOc2ccc(Cl)cc2Cl)c2ccccc21	-7	-20	-6	-12	-7	-25	-22[20 µM]	1	.
O=C1N/C(=N\N=C\c2ccco2)SC1Cc1ccccc1[N+](=O)[O-] (stereo unspecified)	-5	-11	0	0	3	5	-15	-11	0.26
CCC(C)(NC=O)C(=O)Nc1c(C)cccc1C (stereo unspecified)	-5	-16	8	3	-2	-10	-15	3	0.87
C=CCc1cccc2cc(C(=O)NC3=C(C#N)CCC3)c(=O)oc12	-12	-4	-9	5	-5	-11	-11[20 µM]	0	-0.55
O=c1c2ccccc2c(C=NCCCN2CCOCC2)c(O)n1Cc1ccccc1	-14	-15	-1	-15	6	-6	-5	4	0.024
Cc1ccc(C2C(C#N)C(C#N)N3CCCN23)cc1 (stereo unspecified)	-11	-8	-5	2	-7	-2	6[20 µM]	0	-0.13
O=C(CCN1C(=O)C2CCCCC2C1=O)Nc1ccc(F)c(F)c1F (stereo unspecified)	2	6	-3	7	19	29	-12	-6	0.29
N#C/C(=C\c1cccc(OC(=O)c2cccs2)c1)C(N)=O	-8	4	1[fluorescence artefact?]	6	5	-6	-19	.	-0.61
CCCCNC(=O)c1cccnc1SCC(=O)Nc1ccccc1OC	-5	-6	-2[fluorescence artefact?]	-2	-2	-4	-3	-1	-0.075
COc1ccc(C)cc1NC(=O)Nc1ccc(Br)cn1	-11	-4	-12	0[fluorescence artefact?]	1	1	-16[20 µM]	7	0.75
Cc1ccc(S(=O)(=O)c2ccc(Oc3ccccc3)cc2)cc1	-5	5	7	2	4	-11	-18	-4	.
N#Cc1nc(COc2ccccc2)oc1N1CCCCC1	2	-11	-2	3	-5	-26	-28	-4	.
O=C(CN1CC[n+]2c(-c3cccs3)csc21)c1ccc(-c2ccccc2)cc1	20	3	-4	-13	3	-10	-14	-3	3.2*
O=C(N=Nc1c(O)[nH]c2ccccc12)c1cc(-c2ccc(F)cc2)n[nH]1	5	61*	11	59	-9	-1	-13	5	1.1
CC(C)c1csc(CN2CCC(N3CCC(C(=O)N4CCOCC4)CC3)CC2)n1	-15	-5	-4	-10	-5	-1	-29	9	0.13
COc1ccc(CN(C(=O)Cn2nnc3ccccc32)C(C(=O)NC(C)(C)C)c2ccco2)cc1 (stereo unspecified)	-12	-7	-1[fluorescence artefact?]	-6	1	-8	0	1	1.3
CCn1c(CNC(=O)c2ccco2)nnc1SCC(=O)c1ccc(OC)cc1	-2	-11	4	16	-9	0	-18	-7	0.075
CCN(CC)CCNC(=O)c1cn(C)c2ccc(S(=O)(=O)N(C)C3CCCCC3)cc2c1=O	-8	-13	2	16	3	-4	-19	5	.
O=S(=O)(c1cccs1)N1CN(C2CCCCC2)c2nc3ccccc3nc21	-16	4	3	-5	-6	-3	2	-4	-1.8
Cc1cc(NC2CCCCC2)n2c(n1)nc1ccccc12	-50	9	0	-12	-5	-8	-15	10	-0.5
Cc1ccc(NC(=O)CCC(=O)NNC(=O)COc2ccccc2)cc1C	-3	-2	-5	0[fluorescence artefact?]	-5	-15	-8	-2	-1.2
N#Cc1c(N)n(CCCN2CCOCC2)c2nc3ccccc3nc12	.	.	.	.	-6	-129	-76	1	0.52
Cc1cc(C)nc(SCc2ccc3nonc3c2)n1	-13	-13	-2[fluorescence artefact?]	-13	-6	-23	-23[20 µM]	11	-1.7
O=[N+]([O-])c1cccc(/C=C/C=N/Nc2nc(N3CCCCC3)nc(N3CCCCC3)n2)c1	-1	-7	2	0	2	1	7	.	.
Cc1ccc(C)c(N2CCN(C(=O)c3ccc4nc(-c5ccco5)c(-c5ccco5)nc4c3)CC2)c1	-46	-9	2	3	6	-27	-22[20 µM]	3	0.0017
COc1cc2oc(=O)c(Br)c(C)c2c(OC)c1OC	-9	-14	-32	-7	5	-3	-8	-11	.
CN1C(=O)C(CC(=O)Nc2ccc(F)cc2)N(CCCc2ccccc2)C1=S (stereo unspecified)	-3	-6	-7	15[fluorescence artefact?]	-3	-7	-7	-3	-0.68
O=C(NC1CCCCC1)NC1(C(=O)NCCCN2CCOCC2)CCCCC1	-6	-13	-3	-16	14	9	-11	7	-0.91
COc1nc(OC)nc(N2CCCCCC2)n1	-7	-9	2[fluorescence artefact?]	1	6	-11	-16[20 µM]	10	0.33
CC(C)C(NS(=O)(=O)c1cccs1)C(=O)NCc1ccccc1Cl (stereo unspecified)	8	-1	5	3	2	.	-25	.	-0.015
COc1ccc(C(=O)N[C@H](C(=O)NCc2ccco2)C(C)C)cc1	-3	-6	-2	-7	3	8	-2	1	0.21
COc1ccccc1N1CC(O)=C(c2nc3ccccc3s2)C1=N	-15	23	-2	9	-3	-37	-8[20 µM]	-8	0.19
CCn1c(Cc2ccccc2)nnc1SCC(=O)Nc1nnc(-c2ccccc2)s1	-10	-3	-3[fluorescence artefact?]	-2[fluorescence artefact?]	-1	-10	-17[20 µM]	4	0.29
COc1ccc(-c2[nH]nc3c2C(c2ccc(OC(=O)N4CCOCC4)cc2)C(C#N)=C(N)O3)cc1 (stereo unspecified)	8	1	3	-12	10	-14	-13	.	-0.27

5 compounds drawn at random from those above:
SMILES	NCF1 inh	EBV gp42 inh	eIF4E 4G PPI	14-3-3 Bad inh	thrombin 1536	hK5 inh	Furin inhibitor	Rad51 HR inh	KCC2 mod
Cc1ccc(C)c(N2CCN(C(=O)c3ccc4nc(-c5ccco5)c(-c5ccco5)nc4c3)CC2)c1	-46	-9	2	3	6	-27	-22[20 µM]	3	0.0017
O=C(NC1CCCCC1)NC1(C(=O)NCCCN2CCOCC2)CCCCC1	-6	-13	-3	-16	14	9	-11	7	-0.91
COc1ccc(C(=O)N[C@H](C(=O)NCc2ccco2)C(C)C)cc1	-3	-6	-2	-7	3	8	-2	1	0.21
Cc1ccc(NC(=O)CCC(=O)NNC(=O)COc2ccccc2)cc1C	-3	-2	-5	0[fluorescence artefact?]	-5	-15	-8	-2	-1.2
CCn1c(Cc2ccccc2)nnc1SCC(=O)Nc1nnc(-c2ccccc2)s1	-10	-3	-3[fluorescence artefact?]	-2[fluorescence artefact?]	-1	-10	-17[20 µM]	4	0.29

Remaining list, next part:
SMILES	NCF1 inh	EBV gp42 inh	eIF4E 4G PPI	14-3-3 Bad inh	thrombin 1536	hK5 inh	Furin inhibitor	Rad51 HR inh	KCC2 mod
CCC(C)NC(=O)CSC1=Nc2ccccc2C2=NC(CC(=O)NCc3ccccc3)C(=O)N12 (stereo unspecified)	0	-18	12	30	-5	5	-15[20 µM]	5	-0.45
CCCOc1ccc(N2C(=O)CC(NNC(=O)c3ccc(COc4ccccc4)o3)C2=O)cc1 (stereo unspecified)	-12	-11	6	-4	-8	-1	-20	-6	0.4
COc1ccccc1-c1cc2nc(C)c(CCC(=O)NCc3ccc(F)cc3)c(C)n2n1	-14	-9	-3	2	0	3	-15	-31	-1.6
O=C(O)CSc1nnc(-c2ccncc2)n1Cc1ccccc1	-8	-2	-7[fluorescence artefact?]	-9[fluorescence artefact?]	-3	-3	-5[20 µM]	10	0.31
CC1(C)CC(=O)C(=CN2CCOCC2)C(=O)C1	-15	-13	4	-6	-1	0	10	3	-1.8
Cc1[nH]n2c(=O)c3c(nc2c1-c1ccc(F)cc1)CCCC3	1	-22	-1	4	-6	2	-25	-2	0.69
C/C(=N\NC(=O)c1ccccc1O)c1ccc(Br)s1	-9	3	1[fluorescence artefact?]	-14	3	1	-10	0	11*
CCc1cccc(CC)c1NC(=O)COC(=O)c1ccc(F)c(S(=O)(=O)N(CC)CC)c1	-13	-14	4[fluorescence artefact?]	-6	-4	-6	-25	-3	-0.87
